# GLP-1R agonist: agonists of human GLP-1 receptor. P43220. HEK293 GLP-1R CRE-luciferase, luminescence, 4-6 h; cells express a hypersensitive GLP-1R form. Potency, µM (titrated, usually from 45.6 µM), for the others: at the top dose activation, usual class: activators. hit rate 0.007% among 380,000. AID 624172; also: potency is read from the fitted curve at half-maximal effect; % of control where 0% means no effect
# Target sequence (P43220 whole entry, looked up): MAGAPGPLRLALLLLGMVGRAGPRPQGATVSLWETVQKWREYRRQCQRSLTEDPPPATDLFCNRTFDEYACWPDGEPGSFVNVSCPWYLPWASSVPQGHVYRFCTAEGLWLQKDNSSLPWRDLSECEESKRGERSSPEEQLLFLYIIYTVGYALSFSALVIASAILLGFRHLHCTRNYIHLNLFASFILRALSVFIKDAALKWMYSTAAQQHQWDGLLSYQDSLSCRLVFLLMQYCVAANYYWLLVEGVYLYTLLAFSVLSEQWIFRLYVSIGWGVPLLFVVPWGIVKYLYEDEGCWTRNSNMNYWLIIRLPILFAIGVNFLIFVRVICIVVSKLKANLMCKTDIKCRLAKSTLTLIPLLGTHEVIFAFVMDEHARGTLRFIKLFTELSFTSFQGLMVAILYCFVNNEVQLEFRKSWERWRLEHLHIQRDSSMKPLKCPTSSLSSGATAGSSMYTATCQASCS
# TDP43 rescue: TDP-43 toxicity inhibition in yeast. AID 652104. TDP-43 expressing yeast growth rescue, BacTiter-Glo, 24 h. hit rate 1.8% among 410,000. Potency, µM (titrated, usually from 46.1 µM), for the others: top-dose growth rescue (activation), most hits filed as activators; also: potency is read from the fitted curve at half-maximal effect; % of control where 0% means no effect; nearly all actives have a fitted effect of over 50% in size
#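 Yeast expressing TDP-43 (pregrown in raffinose, seeded at OD600=0.02 in galactose medium) exposed to compounds 24 hr at 30 deg C. Growth read by BacTiter-Glo luminescence; rescue of toxicity appears as increased signal.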
# PTHR1 agonist: activates the human parathyroid hormone receptor PTHR1; hit rate 0.075% among 410,000; Potency, µM (doses to about 115 µM), without a hit: top-dose activation, actives largely listed as activators; HEK293 GP2 PTHR1 cells, GloSensor cAMP luminescence, 1 h; Q03431; also: potency is read from the fitted curve at half-maximal effect; nearly all actives have a fitted effect of over 55% in size; some results filed as inactive show a strong effect at the top dose; inactives centre near -15; many of its hits are not listed in these tables
# Target sequence (Q03431 whole entry, looked up): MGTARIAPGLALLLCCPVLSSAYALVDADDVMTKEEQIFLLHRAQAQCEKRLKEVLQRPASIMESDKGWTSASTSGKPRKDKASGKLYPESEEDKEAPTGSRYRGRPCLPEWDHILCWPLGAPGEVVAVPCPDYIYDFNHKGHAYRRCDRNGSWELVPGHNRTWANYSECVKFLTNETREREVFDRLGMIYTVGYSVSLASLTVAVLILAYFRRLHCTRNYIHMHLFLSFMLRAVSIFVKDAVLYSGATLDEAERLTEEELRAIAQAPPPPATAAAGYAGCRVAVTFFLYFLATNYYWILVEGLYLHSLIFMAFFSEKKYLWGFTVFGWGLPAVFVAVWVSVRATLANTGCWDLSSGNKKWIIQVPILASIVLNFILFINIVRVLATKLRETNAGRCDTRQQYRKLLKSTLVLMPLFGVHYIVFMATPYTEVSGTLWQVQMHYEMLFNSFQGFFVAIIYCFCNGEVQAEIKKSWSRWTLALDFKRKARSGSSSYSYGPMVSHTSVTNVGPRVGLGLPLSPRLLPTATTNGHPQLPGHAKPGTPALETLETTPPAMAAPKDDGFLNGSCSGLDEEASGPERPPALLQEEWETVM
#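 HEK-293-derived GP2 cells expressing PTHR1 and a GloSensor cAMP reporter, 3,000/well, plated overnight, given luciferin plus IBMX (each 0.5 mM as added) for 1 h at 37 °C, then compound for 1 h at 37 °C. Luminescence was read after 15 min at room temperature.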
# DRD3 antagonist: blocks the human D3 dopamine receptor; hit rate 2.5% among 360,000; D3R cells, DiscoveRx beta-arrestin luminescence, antagonist mode; active compounds read low; max response, negative = inhibition, %; in the data active = max response below about -50%; inconclusive = no clear call, values can overlap the other calls; also: % is scaled to controls: 0 for no effect and ±100 for the full control effect; mostly tested at two doses, the higher about 12 µM
#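 Cells expressing the human receptor were seeded at 1500 cells/well, incubated overnight at 37 degrees C in 5% CO2, then exposed to library compounds with dopamine controls for 90 minutes at 37 degrees C before luminescent detection.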
# GLP1R inv ag: GLP-1 receptor (human) inverse agonism | P43220 | HEK293 GLP-1R CRE-luciferase, luminescence, 24 h; GLP-1R form is constitutively active | Potency, µM (doses to about 38.3 µM), for inactives: top-dose activity change, negative = inhibition, actives largely listed as inhibitors | hit rate 1.6% among 410,000; also: potency is read from the fitted curve at half-maximal effect; % is scaled to controls: 0 for no effect and ±100 for the full control effect; nearly all actives have a fitted effect of over 55% in size
#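 GLP-1R inverse agonism mode: basal reporter luminescence in engineered HEK293 cells measured after one day of compound exposure at 37 deg C, with a 12 min room-temperature detection step.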
# D3 ag: activates the human D3 dopamine receptor. P35462. D3R DiscoveRx beta-arrestin cells, luminescence, 90 min. max activation, %. hit rate 0.58% among 410,000. AID 652048; in the data active = max activation above about 30%; also: 0% is about no effect; mostly tested at two doses, the higher about 12 µM
#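 Agonist-mode cell screen: cells plated at 1500/well and incubated overnight at 37 °C, then exposed to library compounds for 90 min at 37 °C. Detection reagent was added for 30–60 min at room temperature, and luminescence was read.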
# KB-V1 cytotox: KB-V1 MDR subline cytotoxicity; KB-V1 MDR cells viability, CellTiter-Glo, 72 h; Potency, µM (doses to about 46.1 µM), without a hit: at the top dose activity change, negative = cytotoxicity, actives largely listed as cytotoxic; hit rate 3.4% among 400,000; AID 1347076; also: potency is read from the fitted curve at half-maximal effect; % is scaled to controls: 0 for no effect and ±100 for the full control effect; nearly all actives have a fitted effect of over 60% in size
#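 Cells of the MDR subline KB-V1 are plated, dosed with compound at multiple concentrations, and incubated 72 h at 37 degrees C; CellTiter-Glo is then added and luminescence read after 10 min.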
# aSyn yeast inh: inhibitors of alpha-synuclein toxicity in yeast. Potency, µM (series often up to 46.1 µM), for the others: at the highest dose growth rescue (activation), hits mostly activators. Yeast expressing alpha-synuclein, growth rescue, BacTiter-Glo, 24 h. hit rate 0.14% among 370,000; also: potency is read from the fitted curve at half-maximal effect; % of control where 0% means no effect; nearly all actives have a fitted effect of over 65% in size
#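 Readout is rescue of growth in alpha-synuclein-expressing yeast, so inhibitors of toxicity appear as activators. Growth after 24 hr at 30 deg C in galactose medium is quantified by luminescence.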
# GLP1R cytotox: cytotoxicity counter-screen for GLP-1 receptor inverse agonists; HEK293 cAMP-luciferase reporter cells, luminescence, 24 h; Potency, µM (highest dose often 38.3 µM), for the others: at the highest dose activity change, negative = inhibition, actives largely listed as inhibitors; hit rate 0.13% among 410,000;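 also: loss of luciferase light is scored as toxicity; potency is read from the fitted curve at half-maximal effect; % is scaled to controls: 0 for no effect and ±100 for the full control effect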
#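 A 23 nL compound transfer followed 12 hours of cell culture at 37 deg C; exposure then lasted 24 hr. Luciferase assay detection reagent was dispensed and plates read for luminescence after a 12 min room-temperature wait.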
# Starred values were filed as active, the others as inactive; i = inactive; ? = inconclusive; . = no result given; [ ] = dose if it differs, or a comment. Unless noted, calls follow the shape of the dose curve; as a rule, active = well fitted curve in the direction sought with a large enough effect; inconclusive = small, poorly fitted or top-dose-only effect, or another doubt; inactive = no such curve, though single readings can be large; an effect the other way counts as inactive or inconclusive. This is a subset; rates above refer to the full screens.
1. CCNC(=O)CSc1nc(-c2ccc(F)cc2)cs1
2. CCCCn1cc(S(=O)(=O)c2ccc(Cl)cc2)c(=O)c2cc(F)c(N3CCCCC3)cc21
3. CC1Cc2cc(/C(O)=C3\C(=O)C(=O)N(CCN(C)C)C3c3ccccc3F)ccc2O1 (stereo not drawn)
4. O=C(COC(=O)c1cncc(Br)c1)NC1CC1
5. CCOC(=O)C/C(C)=N/NC(=O)CNc1cccc(Cl)c1C
6. CC1C/C(=C/c2cccs2)C(=O)/C(=C/c2cccs2)C1 (stereo not drawn)
7. O=C(NC1CCCC1)C(c1cccnc1)N(C(=O)c1ccco1)c1cccc(F)c1 (stereo not drawn)
8. CC(=O)c1ccc(OC2(C)CCN(Cc3cc4ccccc4[nH]3)C2)cc1 (stereo not drawn)

screen / no.	1	2	3	4	5	6	7	8
GLP-1R agonist	-4%	.	-3%	15%	1%	12%	8%	-1%
TDP43 rescue	4%	-11%	-22%	-1%	0%	-1%	-3%	17%
PTHR1 agonist	-17%	-2%	-9%[57.5 µM]	i	i	-2%	i	-24%
DRD3 antagonist	10	.	?	-4	1	-8	5	-55*
GLP1R inv ag	2%	9%	8%	4%	-25%	?	7%	?
D3 ag	2	-10	-9	-12	1	-15	4	-20
KB-V1 cytotox	-9%	-7%	-3%	-6%	0%	?	0%	-9%
aSyn yeast inh	-9%	.	0%	22%	2%	21%	7%	0%
GLP1R cytotox	11%	-10%	5%	9%	-1%	5%	-6%	4%

9. COc1ccc(NC(=O)NC2(C)CCS(=O)(=O)C2)cc1 (stereo not drawn)
10. Cc1cc(C(=O)Cn2nc(C(=O)O)c3ccccc3c2=O)c(C)n1-c1ccc(OC(F)F)cc1
11. O=C1CSC(c2ccc(F)c(F)c2)N1c1ccccc1F (stereo not drawn)
12. CS(=O)(=O)Nc1nnc(CCc2ccccc2)s1
13. CCOc1ccccc1C(=O)N[C@H](C(=O)OCc1cc([N+](=O)[O-])cc2c1OCOC2)C(C)C
14. CCOC(=O)CC1(C)SC(NC(C)=O)=NN1C(C)=O (stereo not drawn)
15. CC1(C)C(C=C(Cl)Cl)C1C(=O)N1CCN(c2ccccc2)CC1 (stereo not drawn)
16. N#Cc1ccncc1S(=O)c1ccc(Cl)cc1 (stereo not drawn)

screen / no.	9	10	11	12	13	14	15	16
GLP-1R agonist	4%	-7%	-3%	2%	4%	-1%	-6%	-2%
TDP43 rescue	-12%	30%	-6%	0%	-18%	4%	?	7%
PTHR1 agonist	i	-39%[inhibitor]	i	i	-4%	i	i	i
DRD3 antagonist	2	24	-21	13	1	23	10	12
GLP1R inv ag	20%	?	?	7%	?	7%	?	5%
D3 ag	0	2	0	3	-8	3	10	-1
KB-V1 cytotox	0%	-17%	-6%	0%	5.8µM*	-4%	-2%	-10%
aSyn yeast inh	3%	0%	0%	-3%	15%	6%	-6%	0%
GLP1R cytotox	-3%	5%	1%	1%	11%[1.53 µM]	0%	2%	14%

17. Cc1ccc(-c2csc(NC(=O)CSc3nc(C)cc(=O)[nH]3)n2)cc1
18. Cc1nn(Cc2cccc(C(=O)O)c2)c(C)c1[N+](=O)[O-]
19. COc1cccc(NC(=O)N2C3CCCC2CC(NC(C)=O)C3)c1 (stereo not drawn)
20. COC(=O)CSc1nnc(-c2c[nH]c3ccccc23)o1
21. Cc1cccc(-c2nc(C)cc(=O)[nH]2)c1
22. O=C(CSc1nnc(-c2ccoc2)o1)N1CCOCC1
23. CN(c1ccc(C(=O)NCC2CCCO2)cc1)S(=O)(=O)c1ccc(Cl)cc1 (stereo not drawn)
24. CCOC(=O)N1CCC(NC(=O)c2cc(COc3ccc(F)cc3Cl)on2)CC1

screen / no.	17	18	19	20	21	22	23	24
GLP-1R agonist	-4%	-3%	-1%	11%	9%	-11%	6%	3%
TDP43 rescue	-21%	2%	5%	20%	-27%	14%	4%	-8%
PTHR1 agonist	i	i	-94%[inhibitor]	-42%[inhibitor]	i	i	i	-24%
DRD3 antagonist	36	2	4	-8	8	9	-11	26
GLP1R inv ag	-8%	15%	25%	9%	-8%	11%	-25%	14%
D3 ag	-12	5	-7	0	4	0	-1	1
KB-V1 cytotox	7%	?	?	24%	2%	-3%	0%	0%
aSyn yeast inh	2%	5%	5%	-6%	27%	-4%	1%	0%
GLP1R cytotox	-24%	-2%	0%	1%	6%	4%	-14%	12%

25. [N-]=[N+]=CC(=O)CC(c1ccccc1)N1C(=O)c2ccccc2C1=O (stereo not drawn)
26. O=C(OCC(=O)C12CC3CC(CC(C3)C1)C2)c1ccc(O)cc1
27. Cc1ccc(N2CC(C(=O)NCCN3CCOCC3)CC2=O)cc1 (stereo not drawn)
28. COc1cccc(NC(=O)N2CCc3ccccc3C2)c1
29. N#CC1(c2ccccc2)CCC(=O)N1c1ccccc1 (stereo not drawn)
30. O=C(CN1CCc2[nH]c3ccccc3c2C1)N1CCCCC1
31. COc1ccc(-n2nc3cc(C)c(N)cc3n2)cc1Cl
32. NS(=O)(=O)c1ccc(CCNC(=O)c2ccc(Cn3c(=O)[nH]c4ccccc4c3=O)cc2)cc1

screen / no.	25	26	27	28	29	30	31	32
GLP-1R agonist	-7%	8%	1%	0%	-4%	-3%	-2%	-6%
TDP43 rescue	-2%	11µM*	-3%	?	5%	22%	0%	-18%
PTHR1 agonist	i	-25%	i	-13%	-47%[inhibitor]	i	-7%	i
DRD3 antagonist	-3	-18	-3	-17	5	-13	-10	-11
GLP1R inv ag	19%	?	0%	-17%	-3%	-6%	17%	16%
D3 ag	-1	3	4	-3	3	-5	-1	-3
KB-V1 cytotox	?	20%	11%	-1%	-2%	4%	5%	15%
aSyn yeast inh	4%	-24%	0%	2%	7%	9%	-2%	-1%
GLP1R cytotox	-12%	?	-9%	6%	5%	2%	5%	6%

33. CC(=O)c1ccc(OCc2cc(C(=O)N(C)C(C)c3nccs3)no2)cc1 (stereo not drawn)
34. CCN(C(=O)COC(=O)C1COc2ccccc2O1)c1c(N)n(Cc2ccccc2)c(=O)[nH]c1=O (stereo not drawn)
35. COc1cccc(NC(=O)CCC(=O)NCc2ccco2)c1
36. CC1CC(C)CN(CC(=O)Nc2ccc3c(c2)OCCO3)C1 (stereo not drawn)
37. NS(=O)(=O)c1cccc(NC(=O)CN2CCN(S(=O)(=O)c3ccc4c(c3)OCCO4)CC2)c1
38. Cc1cccc(C)c1N(CC(=O)NN=C1CCCCCC1)S(C)(=O)=O
39. COC(=O)c1ccc(NC(=O)CSc2nnc(COc3ccccc3)n2C)cc1
40. N#Cc1ccsc1NC(=O)C1CC(=O)N(Cc2ccccc2)C1 (stereo not drawn)

screen / no.	33	34	35	36	37	38	39	40
GLP-1R agonist	-2%	-8%	-5%	10%	10%	-6%	1%	0%
TDP43 rescue	9%	0%	16%	-5%	1%	1%	1%	-12%
PTHR1 agonist	-36%[inhibitor]	-1%	i	i	i	i	2%	-13%
DRD3 antagonist	-8	-8	25	?	9	28	16	12
GLP1R inv ag	-10%	12%	7%	?	21%	-4%	-4%	-23%
D3 ag	-5	5	4	-11	19	2	-2	3
KB-V1 cytotox	-17%	9%	28%	-5%	6%	3%	-5%	18%
aSyn yeast inh	0%	-4%	-1%	-4%	10%	0%	14%	-2%
GLP1R cytotox	-3%	-17%	-1%	-28%	-1%	-12%	2%	4%

41. COCC(=O)N1CCC(n2nnc3cc(F)ccc32)CC1
42. O=P(O)(OCc1ccccc1)OCc1ccccc1
43. CCN1C(=O)/C(=C\c2cccn2-c2ccc([N+](=O)[O-])cc2)N(CC)C1=S
44. Cn1ccnc1SCC(=O)Nc1cccc(O)c1
45. COC(=O)CCCC1=CC2=CC(=O)C(C)(OC(=O)c3cccs3)C(=O)C2=CN1CCc1ccccn1 (stereo not drawn)
46. CC1CCCCN1C(=O)CCNC(=O)Cn1cnc2ccccc2c1=O (stereo not drawn)
47. CCCCn1c(SCC(=O)Nc2ccc3c(c2)OCO3)nc2c1c(=O)n(C)c(=O)n2C

screen / no.	41	42	43	44	45	46	47
GLP-1R agonist	-8%	0%	-7%	26%	0%	6%	1%
TDP43 rescue	30%	16%	18%	-4%	5%	0%	-17%
PTHR1 agonist	i	-23%	-14%	i	-4%	-30%[inhibitor]	i
DRD3 antagonist	9	4	-21	-17	-15	-22	29
GLP1R inv ag	0%	-4%	2%	24%	-8%	1%	0%
D3 ag	1	6	2	6	21	-9	8
KB-V1 cytotox	3%	2%	1%	2%	?	5%	5.8µM*
aSyn yeast inh	3%	-10%	-3%	1%	-8%	-1%	2%
GLP1R cytotox	-3%	6%	-6%	3%	-8%	-4%	-29%

# 3 entries drawn at random from those above, as already listed:
43. CCN1C(=O)/C(=C\c2cccn2-c2ccc([N+](=O)[O-])cc2)N(CC)C1=S
46. CC1CCCCN1C(=O)CCNC(=O)Cn1cnc2ccccc2c1=O (stereo not drawn)
44. Cn1ccnc1SCC(=O)Nc1cccc(O)c1

screen / no.	43	46	44
GLP-1R agonist	-7%	6%	26%
TDP43 rescue	18%	0%	-4%
PTHR1 agonist	-14%	-30%[inhibitor]	i
DRD3 antagonist	-21	-22	-17
GLP1R inv ag	2%	1%	24%
D3 ag	2	-9	6
KB-V1 cytotox	1%	5%	2%
aSyn yeast inh	-3%	-1%	1%
GLP1R cytotox	-6%	-4%	3%

# Entries of single compounds, looked up by structure. Screens in order: GLP-1R agonist | TDP43 rescue | PTHR1 agonist | DRD3 antagonist | GLP1R inv ag | D3 ag | KB-V1 cytotox | aSyn yeast inh | GLP1R cytotox
# Shown for O=P(O)(OCc1ccccc1)OCc1ccccc1 → 0% | 16% | -23% | 4 | -4% | 6 | 2% | -10% | 6%
# Shown for COCC(=O)N1CCC(n2nnc3cc(F)ccc32)CC1 → -8% | 30% | i | 9 | 0% | 1 | 3% | 3% | -3%
# Shown for CCN1C(=O)/C(=C\c2cccn2-c2ccc([N+](=O)[O-])cc2)N(CC)C1=S → -7% | 18% | -14% | -21 | 2% | 2 | 1% | -3% | -6%

# Screens: PubChem, National Center for Advancing Translational Sciences (NCATS)
